MsrA inhibitor = inhibitors of bovine MsrA; purified bovine MsrA, absorbance read-out; inhibition, % at 15.5 µM; 360,000 tested, 0.75% active; AID 651718; in the data active = inhibition above about 4.5%;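 note: 0% = vehicle wells with enzyme and 100% = reference inhibitor wells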
MT1-MMP act inh = inhibitors of human MT1-MMP activation | 360,000 tested, 0.061% active | P50281 | AID 651647 | HT1080 RFP-PRO-GFP cells, GFP/RFP ratio fluorescence, overnight; percent of plate control window, DMSO zero | GFP/RFP ratio change, % at 20 µM;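 active = GFP/RFP ratio change of at least 30% with cell ATP level not reduced by more than half and red fluorescence within 50% of control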; note: strong numbers were not always called active
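Assay system – RFP-PRO-GFP reporter HT1080 cells · Compound dosing – single dose of 20 µM compound, 1% DMSO final · Incubation – overnight compound exposure at 37 °C · Measure – GFP/RFP fluorescence ratio · Benchmarks – DMSO wells and RFP-L50D-GFP cells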
FAS TE block = FAS thioesterase (human) inhibition; 360,000 tested, 0.67% active; P49327; recombinant FAS-TE, OMFH fluorogenic substrate, fluorescence endpoint; inhibition, % at 15 µM;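 active = compounds whose normalised, plate-corrected inhibition of enzyme fluorescence in the single-dose primary screen is 50% or more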;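 note: 0% = DMSO with enzyme and 100% = substrate without enzyme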
Target sequence (P49327 whole entry, looked up): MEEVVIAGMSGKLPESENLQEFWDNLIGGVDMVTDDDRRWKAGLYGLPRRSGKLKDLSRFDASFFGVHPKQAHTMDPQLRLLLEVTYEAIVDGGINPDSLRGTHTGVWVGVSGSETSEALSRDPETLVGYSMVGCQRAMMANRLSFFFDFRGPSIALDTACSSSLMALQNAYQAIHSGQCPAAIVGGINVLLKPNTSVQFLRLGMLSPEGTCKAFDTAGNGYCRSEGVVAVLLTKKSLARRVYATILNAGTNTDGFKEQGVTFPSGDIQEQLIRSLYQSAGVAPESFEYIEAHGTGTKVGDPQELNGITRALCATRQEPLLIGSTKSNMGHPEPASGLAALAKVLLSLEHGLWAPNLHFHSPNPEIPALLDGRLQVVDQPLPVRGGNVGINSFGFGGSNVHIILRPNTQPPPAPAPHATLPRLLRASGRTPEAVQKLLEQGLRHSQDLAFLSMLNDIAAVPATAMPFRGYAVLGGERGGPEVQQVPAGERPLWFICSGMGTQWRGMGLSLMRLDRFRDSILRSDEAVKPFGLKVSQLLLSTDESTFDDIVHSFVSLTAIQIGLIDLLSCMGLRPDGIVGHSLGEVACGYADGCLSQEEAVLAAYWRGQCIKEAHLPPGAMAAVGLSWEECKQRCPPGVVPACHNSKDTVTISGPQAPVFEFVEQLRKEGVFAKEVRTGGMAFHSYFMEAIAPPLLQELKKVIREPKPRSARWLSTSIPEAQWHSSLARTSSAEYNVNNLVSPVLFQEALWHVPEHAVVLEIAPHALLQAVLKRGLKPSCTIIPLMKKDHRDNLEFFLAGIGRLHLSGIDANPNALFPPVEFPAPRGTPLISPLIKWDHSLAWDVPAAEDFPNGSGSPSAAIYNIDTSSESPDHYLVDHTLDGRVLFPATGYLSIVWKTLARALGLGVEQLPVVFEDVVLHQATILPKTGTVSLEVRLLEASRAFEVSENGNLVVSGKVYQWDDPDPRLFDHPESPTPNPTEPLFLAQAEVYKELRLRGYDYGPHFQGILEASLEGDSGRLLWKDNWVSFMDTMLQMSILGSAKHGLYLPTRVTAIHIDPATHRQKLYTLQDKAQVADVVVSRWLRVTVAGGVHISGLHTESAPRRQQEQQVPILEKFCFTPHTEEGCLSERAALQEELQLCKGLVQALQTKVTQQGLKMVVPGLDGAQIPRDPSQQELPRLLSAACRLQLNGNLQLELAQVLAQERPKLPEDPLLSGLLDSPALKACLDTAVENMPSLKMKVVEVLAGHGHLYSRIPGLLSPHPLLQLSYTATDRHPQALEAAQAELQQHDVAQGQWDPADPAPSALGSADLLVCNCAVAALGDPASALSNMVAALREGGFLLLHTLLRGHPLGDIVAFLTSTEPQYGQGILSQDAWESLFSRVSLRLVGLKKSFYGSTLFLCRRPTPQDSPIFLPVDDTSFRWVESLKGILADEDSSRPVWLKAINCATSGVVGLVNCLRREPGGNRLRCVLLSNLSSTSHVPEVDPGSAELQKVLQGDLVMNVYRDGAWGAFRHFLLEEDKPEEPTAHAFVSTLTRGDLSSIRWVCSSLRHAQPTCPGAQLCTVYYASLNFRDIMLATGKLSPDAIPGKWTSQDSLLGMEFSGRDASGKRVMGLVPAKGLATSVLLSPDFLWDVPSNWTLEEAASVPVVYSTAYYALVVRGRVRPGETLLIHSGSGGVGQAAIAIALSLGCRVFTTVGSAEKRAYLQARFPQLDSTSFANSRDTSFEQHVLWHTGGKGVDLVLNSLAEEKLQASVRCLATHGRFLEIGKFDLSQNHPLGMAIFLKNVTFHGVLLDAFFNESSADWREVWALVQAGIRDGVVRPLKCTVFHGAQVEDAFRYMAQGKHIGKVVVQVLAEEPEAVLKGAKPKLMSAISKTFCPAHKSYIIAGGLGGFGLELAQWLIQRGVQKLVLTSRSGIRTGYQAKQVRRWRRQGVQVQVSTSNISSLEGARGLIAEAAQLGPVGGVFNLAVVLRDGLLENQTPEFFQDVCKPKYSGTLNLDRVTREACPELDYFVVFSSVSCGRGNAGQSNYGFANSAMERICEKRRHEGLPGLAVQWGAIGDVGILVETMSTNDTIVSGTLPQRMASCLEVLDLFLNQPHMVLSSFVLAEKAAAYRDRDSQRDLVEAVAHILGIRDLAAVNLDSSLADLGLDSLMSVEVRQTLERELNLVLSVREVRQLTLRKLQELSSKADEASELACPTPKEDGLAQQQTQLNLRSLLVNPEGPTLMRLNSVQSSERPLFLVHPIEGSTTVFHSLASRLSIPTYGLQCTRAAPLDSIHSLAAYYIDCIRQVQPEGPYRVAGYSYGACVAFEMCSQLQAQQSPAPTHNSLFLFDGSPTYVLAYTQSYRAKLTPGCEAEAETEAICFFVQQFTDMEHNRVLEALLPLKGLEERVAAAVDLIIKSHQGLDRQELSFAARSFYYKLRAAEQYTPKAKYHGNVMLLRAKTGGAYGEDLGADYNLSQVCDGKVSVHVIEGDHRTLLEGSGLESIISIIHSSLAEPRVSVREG
Rin1-Abl PPI inh = human Rin1-Abl interaction inhibition; P00519+Q13671; TR-FRET Rin1/Abl binding, biochemical; inhibition, % at 7.35 µM; 360,000 tested, 0.4% active; in the data active = inhibition above about 5%, passing the limit was not always enough
NRP1-CendR mod = alters CendR peptide binding to human NRP-1 | 360,000 tested, 0.85% active | FAM-RPARPAR peptide binding to NRP-1, fluorescence polarization | inhibition, % at 25 µM | O14786;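 active = inhibition or corrected inhibition above about 18%, plus a signal ratio from 0.5 to 1.5, limit read from the data, passing the limit was not always enough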; note: strong numbers were not always called active
SKN-1 inh = blocks SKN-1 activity in C. elegans; 360,000 tested, 0.49% active; AID 624304; C. elegans VP596 Pgst-4::GFP/RFP ratio, acrylamide-induced, 24 h; inhibition, % at 21.8 µM;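 active = interference check ratio from 0.5 to 1.5 plus GFP to RFP signal ratio inhibition reaching or exceeding a fixed threshold, cut at about 30% in these data, passing the limit was not always enough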; note: some compounds called inactive have numbers as strong as hits
MsrA act = activators of bovine methionine sulfoxide reductase A | purified bovine MsrA, absorbance read-out | activation, % at 10.6 µM | 360,000 tested, 0.3% active | AID 602163; in the data active = activation above about 7.5%;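 note: 0% = vehicle and 100% = reference activator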
eLon inh = E. coli protease La inhibition; 360,000 tested, 0.42% active; purified E. coli Lon protease, fluorescence polarization; P0A9M0; inhibition, % at 7.94 µM; in the data active = inhibition above about 13%, passing the limit was not always enough;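 note: 0% = enzyme with probe and DMSO and 100% = no enzyme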
Neddylation inh = blocks human cullin neddylation | TR-FRET cullin neddylation, biochemical | P61081+Q13564 | 360,000 tested, 0.58% active | calls only at 25 µM; in the data active = inhibition above about 36%
* hit, by the source's call; i = inactive; · = not tested or not shown; + = active, no number.

SMILES	MsrA inhibitor	MT1-MMP act inh	FAS TE block	Rin1-Abl PPI inh	NRP1-CendR mod	SKN-1 inh	MsrA act	eLon inh	Neddylation inh
CC(Sc1nnc(-c2ccncc2)n1-c1ccc(F)cc1)C(=O)NC1CC1 (configuration not stated)	1.0	-4	-6	1	11	8	-1	-10	i
Cn1c(Cc2cccs2)nnc1SCC(=O)Nc1ccc(C(N)=O)cc1	-1.1	2	-6	-1	-4	-16	-4	-8	i
Cc1ccc(-c2c(C(=O)O)c(C(=O)O)c3n2CCC3)cc1	0.1	1	-4	5	10	-8	-3	4	i
O=C(CSc1nnc2ccccn12)Nc1ccc2c(c1)OCO2	0.7	1	-2	1	11	-2	-2	-4	i
CS(=O)(=O)c1cccc(C(=O)NCc2ccccc2)c1	-0.9	-6	-11	-3	-5	3	-6	-7	i
COc1ccc(Cc2nc3ccc(S(=O)(=O)N4CCOCC4)cc3[nH]2)cc1	-1.3	19	-4	-3	12	4	-9	6	i
COc1ccc(OCC(=O)Nc2ccccc2Cl)cc1	-1.1	4	1	2	0	-3	-3	-2	i
O=C(O)c1sc2cc(C(F)(F)F)cnc2c1-c1ccccc1	-0.7	1	2	0	-13	-33	-8	0	i
Cn1cncc1C#Cc1ccc2c(=O)c3ccccc3oc2c1	1.7	0	-28	-3	-1	31	-6	7	i
CN1OC[C@@H]2CN(Cc3ccc4c(c3)OCO4)[C@H](c3ccc(N4CCCCC4)cc3)C[C@@H]21	1.8	-1	18	1	-14	-1	-5	-11	i
CCOC(=O)c1cnc2c(C)cc(Cl)cc2c1N1CCN(C)CC1	-1.0	-8	0	-3	5	6	-2	-1	i
CCCCn1c(N)c(N(CC(C)C)C(=O)C2CCN(c3ncnc4sc(C)c(C)c34)CC2)c(=O)[nH]c1=O	-0.7	-2	4	0	-15	6	-1	-6	i
O=C(COC(=O)CCc1c[nH]c2ccccc12)Nc1ccccc1C(F)(F)F	0.7	5	4	-1	-5	-8	-1	-10	i
COc1ccc2c(c1)C(=NN)c1cc(OC)ccc1-2	0.3	10	1	-1	-8	12	-6	-2	i
COc1ccc(C(=O)Nn2cc3c(c2-c2ccccc2)c(=O)n(C)c(=O)n3C)cc1	-1.1	2	-2	1	-10	-2	-4	-2	i
CC(=O)Nc1cccc(-c2nc3ccccc3n2C(C(=O)NC(C)(C)C)C2CC2)c1 (configuration not stated)	-1.4	6	·	·	8	6	·	·	i
O=C(Nc1cccc(-c2cn3ccccc3n2)c1)c1cccc(Cl)c1	0.8	4	12	0	3	20	-5	-1	+
CC1=NN(C(N)=S)C(=O)C1N=Nc1ccccc1C (configuration not stated)	1.5	6	-2	-3	7	28	-1	-2	i
Cc1nn(C(=O)c2cc3sccc3[nH]2)c(C)c1C	0.9	-3	5	-6	-14	19	-5	-6	i
COc1ccc(S(=O)(=O)/N=C2/NC(=O)/C(=C\c3ccco3)S2)cc1	3.5	-6	-5	-2	-27	5	-5	-19	i
CC(C)c1ccc(S(=O)(=O)Nc2ccc(N3CCOCC3)cc2)cc1	-0.5	3	6	1	10	10	-1	-4	i
COCCn1c(=S)[nH]c2cc(C(=O)NCCCN3CCOCC3)ccc2c1=O	0.8	2	-4	-4	-8	15	0	-7	i
O=C(COC(=O)/C=C/c1cccs1)NC(c1ccccc1)c1ccccc1	0.6	0	-15	2	9	17	-1	-4	i
Cn1c(-c2sc3cc(C(F)(F)F)cnc3c2-c2cccnc2)n[nH]c1=S	2.5	-1	-2	2	2	18	-3	-9	i
CCS(=O)(=O)/N=C(\N)c1ccccc1	-0.1	7	-5	0	3	1	-1	-12	i
Cn1c(=N)n(CC(=O)c2ccc(Br)s2)c2ccccc21	-0.4	2	-7	0	-9	11	-10	-4	i
Cn1c(=O)c2c(ncn2CC(=O)Nc2ccc3c(c2)OCO3)n(C)c1=O	-1.0	-2	-2	4	1	9	-3	-6	i
CNC(=O)Nc1cccc(-c2cc(-c3c(Cl)cccc3Cl)no2)c1	-0.4	4	19	1	7	0	-3	5	i
COCc1cc(C)n(CC(=O)NCc2ccccc2)c(=O)c1C#N	1.9	-1	-1	2	0	-2	-1	-8	i
CNC(=S)N1N=C(c2ccccc2)CC1c1ccc(Br)cc1 (configuration not stated)	1.4	-5	27	-4	-4	-2	-5	0	i
CN(C)S(=O)(=O)c1ccc(NC(=O)COc2cccc3c2OC(C)(C)C3)cc1	-1.1	-1	24	2	2	9	-1	17	i
O=S1(=O)CCOC[C@H](Cc2ccccc2)N1Cc1cccc(C(F)(F)F)c1	0.2	2	34	-1	21	5	0	-8	i
Cc1noc(C)c1CNCc1ccccc1	1.0	4	-4	4	-4	25	-3	-4	i
O=C(OCC(=O)N1CCc2ccccc2C1)c1ccc(Cl)c([N+](=O)[O-])c1	1.2	9	72*	1	14	4	-3	-7	i
Cc1cc(NC(=O)c2ccc([N+](=O)[O-])cc2Cl)ccc1NC(=O)c1ccco1	0.6	5	-7	-1	-1	-4	-4	3	i
COc1ccc(N2CC(C(=O)N3CCN(c4ccccc4)CC3)CC2=O)cc1 (configuration not stated)	0.5	-1	-5	0	-2	14	-2	1	i
Cc1cc(C(=O)CSc2nnc(-c3ccc4c(c3)OCO4)o2)c(C)n1-c1ccc(F)cc1	-0.3	-1	19	-3	-1	-2	-2	-10	i
CC(=O)c1ccc(NC(=O)CCNC(=O)c2ccccc2Cl)cc1	1.0	3	-3	2	1	-3	-4	0	i
C[C@H](CO)N1C[C@H](C)[C@@H](CN(C)C(=O)NC2CCCCC2)Oc2c(NS(=O)(=O)c3cccs3)cccc2C1=O	0.1	2	-8	6	-2	2	-2	-8	i
CCCCOc1ccc(C(=O)Nc2cccc(-n3cnnn3)c2)cc1OC	-0.1	0	10	1	9	2	-2	-1	i
CCOc1nc(-c2ccccc2)c2cc(C)ccc2n1	-0.1	2	6	1	20*	10	-2	-9	·
C/C=C/C(=O)OCC(=O)Nc1cc([N+](=O)[O-])ccc1Cl	1.5	-3	13	3	-15	6	-7	0	i
N#CC1=C(N)OC2=C(CCc3ccccc32)C1c1ccccc1Cl (configuration not stated)	0.9	1	31	1	-32	18	-5	3	i
O=[N+]([O-])c1ccccc1N/N=C/c1cc2ccccc2nc1Cl	-1.1	25	-8	1	-6	-2	0	-4	i
CC(=O)Nc1ccccc1Sc1ccc2c3c(cccc13)C(=O)N(c1ccc(C)cc1)C2=O	1.6	1	-4	-1	0	15	1	-4	i
COc1ccc(-c2ccc(=O)n(Cc3ccccc3)n2)cc1	-0.3	1	4	2	5	-22	-1	-10	i
COC(=O)Nc1nnc(-c2ccncc2)s1	1.9	-6	-8	-4	-6	-4	-6	-7	·
Cc1ccc(NC2CCCN(C(=O)CSc3ccncc3)C2)cc1C (configuration not stated)	1.0	-8	-3	1	10	-5	-3	2	i
COc1ccc(NC(=O)c2onc(C)c2Cl)cc1OC	1.6	-2	2	-1	1	-2	-3	-2	i
CS(=O)(=O)N1CCN(c2ccccc2NC(=O)c2ccco2)CC1	0.7	3	0	-2	10	6	0	0	i
CCN1C(=O)/C(=C/N(C)c2ccccc2)OC1=S	2.4	-8	7	2	-18	36*	-4	-11	i
O=C(Nc1cc(SCCO)cc([N+](=O)[O-])c1)c1ccc(Br)o1	-0.1	4	2	4	10	5	1	-2	i
O=C(c1ccccc1)c1ccc(N2CCOCC2)c(NC(=O)c2ccco2)c1	2.2	1	10	-3	-3	-4	-1	2	i
O=C(COC(=O)c1ccc[nH]c1=O)c1ccc(Cl)s1	1.1	-1	-6	0	-1	12	5	13	i
COc1ccc(CNC(=O)C2CCC(=O)N(CCCN3CCCC3=O)C2)cc1 (configuration not stated)	-0.2	3	-5	0	8	18	-2	1	i
OC(COc1ccc2ccccc2c1)Cn1ccnc1 (configuration not stated)	-1.3	5	-8	0	-9	6	8.1*	0	i
CCOc1ccc(N2CC(NS(=O)(=O)c3cccs3)CC2=O)cc1 (configuration not stated)	-0.6	-6	-4	1	-6	1	-3	18	i
CC(=O)c1ccc(N(CC(=O)NC2CCCC2)C(=O)c2csnn2)cc1	-0.5	-3	-2	4	6	6	-4	-11	i
Cc1cc(C)cc(NC(=O)c2c(C)nc3ccccn23)c1	-1.4	2	-8	-5	10	-4	-8	-3	i
COc1ccc(N(CC(=O)Nc2cccc([N+](=O)[O-])c2C)S(C)(=O)=O)cc1OC	-0.1	3	-10	-2	1	13	-2	4	i

One compound at a time (already shown).
CS(=O)(=O)N1CCN(c2ccccc2NC(=O)c2ccco2)CC1 reads MsrA inhibitor: 0.7; MT1-MMP act inh: 3; FAS TE block: 0; Rin1-Abl PPI inh: -2; NRP1-CendR mod: 10; SKN-1 inh: 6; MsrA act: 0; eLon inh: 0; Neddylation inh: i
OC(COc1ccc2ccccc2c1)Cn1ccnc1 (configuration not stated) reads MsrA inhibitor: -1.3; MT1-MMP act inh: 5; FAS TE block: -8; Rin1-Abl PPI inh: 0; NRP1-CendR mod: -9; SKN-1 inh: 6; MsrA act: 8.1*; eLon inh: 0; Neddylation inh: i
O=C(Nc1cc(SCCO)cc([N+](=O)[O-])c1)c1ccc(Br)o1 reads MsrA inhibitor: -0.1; MT1-MMP act inh: 4; FAS TE block: 2; Rin1-Abl PPI inh: 4; NRP1-CendR mod: 10; SKN-1 inh: 5; MsrA act: 1; eLon inh: -2; Neddylation inh: i

New compounds follow
SMILES	MsrA inhibitor	MT1-MMP act inh	FAS TE block	Rin1-Abl PPI inh	NRP1-CendR mod	SKN-1 inh	MsrA act	eLon inh	Neddylation inh
Cc1cc(C(=O)OCC(=O)NCCN2C(=O)CSC2=O)ccc1[N+](=O)[O-]	1.1	0	-7	-1	12	-5	3	-7	i
CCC(C)N(C(=O)COC(=O)COc1c(C)cc(C)cc1C)C1CCS(=O)(=O)C1 (configuration not stated)	0.3	-3	-2	1	5	-14	-7	0	i
O=C(COC(=O)c1ccc[nH]c1=O)NC1CCCCC1	0.5	2	-8	0	-4	-2	-3	8	i
COC(=O)c1ccc(-c2ccc(/C=N/NC(=O)Cc3nnc(N)s3)o2)cc1	4.8*	-2	1	-7	-16	-8	1	-8	+
CCOC(=O)c1cc(C#N)c(Oc2ccccc2)nc1-c1ccccc1	-1.1	-4	21	-1	5	23	-3	-1	i
CC(C)Cc1cc(C(=O)N2CCCC(C(=O)c3cc(F)ccc3F)C2)n(C)n1 (configuration not stated)	-1.1	0	1	-2	3	21	-1	-2	i
COc1ccc2nc(NC(=O)NC3CCCCC3)sc2c1	-1.1	-1	0	-2	7	11	-4	1	i
O=C(CN(Cc1ccccc1F)C(=O)Cn1nnc(-c2cccs2)n1)NCC1CCCO1 (configuration not stated)	-0.4	7	-7	4	0	4	-6	6	i
O=C(CC(CC(=O)c1ccccc1)c1ccncc1)c1ccccc1	0.4	-4	-1	-1	14	25	-4	-5	i
Cc1cccc(C)c1OCc1cc(C(=O)N2CCN(c3ccccc3)CC2C)no1 (configuration not stated)	0.3	2	26	-3	2	4	-1	-18	i
O=S(=O)(Nc1ccc(Cl)cn1)c1ccc(Cl)cc1	-0.7	0	-8	1	11	14	-2	-4	i
COc1ccc(OCC(=O)Sc2ccc(C)cc2)cc1	0.1	1	29	-1	3	43*	-5	-4	i
CCOCCOC(=O)c1ccc(NC(=O)c2cc3ccccc3o2)cc1	-0.5	8	11	2	0	3	1	-10	i
c1ccc(-n2ncc3c(NCc4cccnc4)ncnc32)cc1	-0.4	-2	-8	1	12	-12	1	-4	i
Cc1nn(C(=O)c2cccs2)c(N)c1-c1ccccc1	0.7	-3	18	1	11	18	1	-6	i
COc1cc2c(cc1OC)CN(C(=O)c1cccc(S(=O)(=O)N3CCc4ccccc43)c1)CC2	0.2	0	18	3	14	-3	-1	1	i
O=S(=O)(CCNCc1ccco1)NCc1ccccc1	-0.2	1	-10	1	-5	4	-3	-7	i
Cc1ccc(N(C(=O)c2csnn2)C(C(=O)NC2CCCCC2)c2ccccn2)cc1 (configuration not stated)	-0.3	-1	-2	-5	-5	16	1	-5	i

Source: PubChem BioAssay (several laboratories)

An unsorted share of the library; any-hit rate near 4.2%.
